KDM5B inhibitor: Primary screen for KDM5B Histone Demethylases FDH-coupled qHTS; Lysine-specific demethylase 5B (Homo sapiens), Q9UGL1; KDM5B demethylase, FDH-coupled NADH fluorescence (FDH is formaldehyde dehydrogenase); Potency, µM (titrated, usually from 57.7 µM), for inactives: top-dose activity change, negative = inhibition, hits mostly inhibitors; hit rate 2.6% among 220,000; AID 1347165, 2019; active = well fitted inhibition curve with a large enough effect; inconclusive = small, poorly fitted or top-dose-only effect; inactive = no such curve, though single readings can be large or run the other way; also: 0% is about no effect; nearly all actives have a fitted effect of over 70% in size
Target sequence (Q9UGL1 whole entry, looked up): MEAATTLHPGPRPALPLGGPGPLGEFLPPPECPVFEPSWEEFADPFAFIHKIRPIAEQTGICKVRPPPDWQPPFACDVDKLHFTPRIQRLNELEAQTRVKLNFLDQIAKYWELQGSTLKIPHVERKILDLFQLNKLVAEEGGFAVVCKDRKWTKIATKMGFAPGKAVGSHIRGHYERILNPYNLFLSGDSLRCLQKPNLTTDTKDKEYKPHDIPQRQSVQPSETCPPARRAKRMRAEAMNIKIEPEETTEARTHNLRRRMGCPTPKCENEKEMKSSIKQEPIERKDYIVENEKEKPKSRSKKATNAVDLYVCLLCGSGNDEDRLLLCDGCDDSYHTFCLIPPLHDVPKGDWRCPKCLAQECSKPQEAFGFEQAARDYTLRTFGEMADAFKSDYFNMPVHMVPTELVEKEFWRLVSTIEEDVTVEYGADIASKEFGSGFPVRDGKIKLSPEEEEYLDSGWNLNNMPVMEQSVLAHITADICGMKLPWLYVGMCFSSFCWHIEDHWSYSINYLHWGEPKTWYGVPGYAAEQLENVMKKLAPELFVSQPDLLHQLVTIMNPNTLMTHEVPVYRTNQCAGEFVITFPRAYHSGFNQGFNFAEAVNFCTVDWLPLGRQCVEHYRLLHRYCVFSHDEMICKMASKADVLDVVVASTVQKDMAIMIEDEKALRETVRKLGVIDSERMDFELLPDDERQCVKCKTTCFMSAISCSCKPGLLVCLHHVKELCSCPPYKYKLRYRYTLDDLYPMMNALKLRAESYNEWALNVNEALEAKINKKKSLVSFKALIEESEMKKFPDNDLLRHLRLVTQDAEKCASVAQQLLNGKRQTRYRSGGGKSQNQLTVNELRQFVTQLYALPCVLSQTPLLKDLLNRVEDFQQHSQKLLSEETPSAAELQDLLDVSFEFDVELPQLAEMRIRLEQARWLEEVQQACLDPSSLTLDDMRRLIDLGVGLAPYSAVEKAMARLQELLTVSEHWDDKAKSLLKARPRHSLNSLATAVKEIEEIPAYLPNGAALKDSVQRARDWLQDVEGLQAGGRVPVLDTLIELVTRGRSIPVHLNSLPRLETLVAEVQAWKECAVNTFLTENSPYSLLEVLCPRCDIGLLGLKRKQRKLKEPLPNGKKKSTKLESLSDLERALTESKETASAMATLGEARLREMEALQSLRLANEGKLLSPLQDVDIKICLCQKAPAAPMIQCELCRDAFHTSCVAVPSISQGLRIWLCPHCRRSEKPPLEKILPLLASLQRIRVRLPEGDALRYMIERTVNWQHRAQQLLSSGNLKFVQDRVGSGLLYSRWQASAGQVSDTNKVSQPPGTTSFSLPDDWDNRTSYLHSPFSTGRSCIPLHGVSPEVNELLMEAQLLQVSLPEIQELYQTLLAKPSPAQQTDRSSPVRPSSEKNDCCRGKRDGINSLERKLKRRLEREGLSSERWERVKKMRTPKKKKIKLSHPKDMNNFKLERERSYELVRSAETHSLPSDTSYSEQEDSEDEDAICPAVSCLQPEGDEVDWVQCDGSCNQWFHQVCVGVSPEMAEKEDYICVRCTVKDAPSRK
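Compound dilutions met 200 nM (final) KDM5BΔAP for 10 min at room temperature before substrate addition. The substrate mix held 12.5 µM H3K4me3 with cofactors 25 µM α-ketoglutarate and 50 µM Fe²⁺. NADH signal gain over 30 min defined activity.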
An asterisk follows results filed as active; i = inactive; ? = inconclusive; & = joins results of further samples; [ ] = dose if it differs, or a comment. Potency is read from the fitted curve at half-maximal effect.

SMILES	KDM5B inhibitor
CCN1c2cc(C(=O)Nc3ccccc3C(=O)OC)ccc2C(=O)N2CCCCCC21 (stereo not drawn)	i
O=C(C1CN(c2ccc(F)cc2)C(=O)N1)N1CCN(Cc2ccccc2)CC1 (stereo not drawn)	1%
CN(Cc1ccccc1)C(=O)CN1C(=O)COc2ccc(C(=O)COc3cccc(F)c3)cc21	-9%
Cc1cc(F)ccc1-c1[nH]nc2ncc(-c3ccccc3)nc12	?
COc1ccc(-n2ccnc(NCCc3ccc(S(N)(=O)=O)cc3)c2=O)cc1	?
O=C1Nc2ccccc2CN(Cc2ccccc2)C12CCNCC2	?
Cc1ccc(OC2(C(=O)NCc3cccc(N(C)C)c3)CCNCC2)cc1	?
CC(C)C(=O)N1CCOC[C@H](Oc2ccc(C(F)(F)F)cc2)C1	-6%[86.2 µM]
Cc1cccc(NC(=O)c2oc3ccccc3c2NC(=O)c2cc(=O)c3cc(Cl)ccc3o2)c1	17%&-8%
CC1(c2ccccc2)N(Cc2ccccc2)C(=O)OC12CCN(Cc1cccnc1N)CC2 (stereo not drawn)	?
CN(CC1CCOCC1)C(=O)NCc1ccccc1	1%
CCCCNC(=O)CC1Nc2cc(C)c(C)cc2NC1=O (stereo not drawn)	?
CNC(=O)[C@@H]1CN(C(=O)CCc2c(C)noc2C)C[C@H]1c1n[nH]c(C)n1	1%
CCOc1cccc(C(=O)NC23CC4CC(CC(C4)C2)C3)c1	11%
CCOC(=O)c1sc(NC2CCCC2)nc1C(F)(F)F	-15%
O=C(CCCc1nc(-c2cccs2)no1)NCc1ccc(-n2cncn2)nc1	21%
COc1ccc(-n2c(SCC(=O)Nc3cccc(C)c3C)nc3c([nH]c4ccccc43)c2=O)cc1	-25%
CCN(C(=O)c1nn(Cc2ccccc2)c(=O)c2ccccc12)C(C)C	2%
Cc1ccc(OCc2nc(C3CCN(C(=O)c4c5c(nc6ccccc46)CCCC5)CC3)no2)cc1	-11%
CN1c2cc(C(=O)Nc3cccc(C#N)c3)ccc2C(=O)N2CCCCC21 (stereo not drawn)	?
O=S(=O)(NCCc1csc2nc(-c3ccc(Cl)cc3)nn12)c1ccc2c(c1)OCCO2	-16%
COc1ccc(OC)c(CNC(=O)CN2C(=O)CCn3nc(-c4cn(C)c5ccccc45)cc32)c1	-23%
CSc1nnc(C)c(=O)n1COC(=O)c1ccc([N+](=O)[O-])cc1	35%[activator]
NC1CC(c2cc(NCCc3cn4ccsc4n3)ncn2)C1 (stereo not drawn)	-12%
COc1ccc(OC)c(S(=O)(=O)N/N=C(/C)c2ccc3c(c2)OCO3)c1	-12%
O=C1Cc2c(-c3ccoc3)n[nH]c2CN1Cc1ccccc1	?
CCOC(=O)C[C@@H]1C[C@@H](C(C)C)[C@H](CNC(=O)C2CC2)C=C1C	-8%[86.2 µM]
CCOc1ccc(N2C(=O)CCC2(C)C(=O)NC2CCCC2)cc1 (stereo not drawn)	?
C=CCOC(=O)C(C#N)c1nc2ccccc2nc1N1CCN(c2ccccc2OC)CC1 (stereo not drawn)	-1%
COC(CNC(=O)Cn1nc(Cc2ccncc2)c2ccccc2c1=O)OC	-11%
CC1Cc2ccccc2N1C(=O)CSc1nc2cc(S(=O)(=O)N3CCOCC3)ccc2o1 (stereo not drawn)	-2%
C[C@H]1CCCN1C(=O)c1nnc(CNCc2ccc3c(c2)OCO3)n1-c1cccnc1	27%[86.2 µM]
CC1=C(C(=O)OC(C)C)C(c2ccccc2F)N2C(CC(=O)N3CCOCC3)=CSC2=N1 (stereo not drawn)	?
Cn1c(=O)cc(SCC(=O)N2CCN(c3ccccc3F)CC2)c2ccccc21	?
CCOc1cccc(C(c2c(C)n(C)n(-c3ccccc3)c2=O)c2c(C)n(C)n(-c3ccccc3)c2=O)c1OC	23%&12%
O=C(OCc1ccc(Br)cc1)c1cnccn1	4%
COc1ccccc1N1CC(C(=O)OCC(=O)Nc2c(C)cccc2C)CC1=O (stereo not drawn)	29%
CN1CCN(c2ccc(NC(=O)COc3ccccc3F)cn2)CC1	-9%
O=C(Oc1ccc(Cl)cc1)C1CCCC(C(=O)Oc2ccc(Cl)cc2)C1 (stereo not drawn)	10%
CCN(CCCNC(=O)c1cc2ccccc2c(OC)n1)C(C)=O	7%
CC(=O)c1cccc(NC(=O)C(C)Sc2nc3ccc(Cl)cc3c(=O)n2CC(C)C)c1 (stereo not drawn)	-3%
CCn1c(SCC(=O)c2ccc(Br)s2)nnc1-c1ccc(OC)cc1	9%
O=S(Cc1ccccc1)Cc1c(F)cccc1Cl (stereo not drawn)	20%
O=C1Cc2cc(S(=O)(=O)N3CCN(C(=O)Nc4ccc(F)cc4)CC3)ccc2N1	12%
COc1ccc(C(=O)Nc2nc3c(s2)Cc2c(Br)ccc(OC)c2-3)cc1OC	?
CC(=O)Nc1cccc(NC(=O)C(=O)NCCc2sc(-c3ccccc3)nc2C)c1	-16%
C=C(C)CN(C)C(=O)c1coc(COc2ccc3c(c2)OCO3)n1	-7%
CC(C(=O)NCc1ccccc1F)n1ccc2cc(S(=O)(=O)N3CCCC3)ccc21 (stereo not drawn)	-13%
CC(NC(=O)CCCn1c(=O)c2cccn2c2cccnc21)c1ccccc1 (stereo not drawn)	?
NC(=O)c1ccc(NC(=O)Cn2nc3c(cc2=O)CCCC3)cc1	-18%
CN(C)CCNc1nc2c(c(=O)[nH]c(=O)n2C)n1Cc1cccc(Br)c1	-15%
COc1ccc(-c2c(C)c3cc(OS(=O)(=O)c4ccccc4)ccc3oc2=O)cc1OC	i
COc1ccccc1C(=O)Nc1ccc2oc(-c3cccc(I)c3)nc2c1	0%
Cc1cc(-c2ccccc2)nc(=S)[nH]1	?
CCOc1ccc(Sc2cc(C(=O)NC(C)c3ccccc3)c3ccccc3n2)cc1 (stereo not drawn)	4%
CC(=O)NC1C(=O)N(CCOc2ccccc2)c2ccccc21 (stereo not drawn)	-2%
O=C(c1ccccc1)N1CCn2c(nnc2C2CCCNC2)C1 (stereo not drawn)	-37%[86.2 µM]
CCN(CC)C(=O)c1ccc(-c2nnc(OC)c3ccccc23)cc1	-1%
CCCCOC(=O)c1ccc(Nc2nc3ccc(C(=O)c4ccccc4)cc3n3cnnc23)cc1	-13%
CCN(CC)S(=O)(=O)c1ccc(NS(=O)(=O)c2cccc(C(=O)O)c2)cc1	-7%

Shown comma-delimited: entries from further up
SMILES,KDM5B inhibitor
C=C(C)CN(C)C(=O)c1coc(COc2ccc3c(c2)OCO3)n1,-7%
CC(C(=O)NCc1ccccc1F)n1ccc2cc(S(=O)(=O)N3CCCC3)ccc21 (stereo not drawn),-13%
CC(NC(=O)CCCn1c(=O)c2cccn2c2cccnc21)c1ccccc1 (stereo not drawn),?
NC(=O)c1ccc(NC(=O)Cn2nc3c(cc2=O)CCCC3)cc1,-18%
CN(C)CCNc1nc2c(c(=O)[nH]c(=O)n2C)n1Cc1cccc(Br)c1,-15%
COc1ccc(-c2c(C)c3cc(OS(=O)(=O)c4ccccc4)ccc3oc2=O)cc1OC,i
COc1ccccc1C(=O)Nc1ccc2oc(-c3cccc(I)c3)nc2c1,0%
Cc1cc(-c2ccccc2)nc(=S)[nH]1,?
CCOc1ccc(Sc2cc(C(=O)NC(C)c3ccccc3)c3ccccc3n2)cc1 (stereo not drawn),4%
CC(=O)NC1C(=O)N(CCOc2ccccc2)c2ccccc21 (stereo not drawn),-2%
O=C(c1ccccc1)N1CCn2c(nnc2C2CCCNC2)C1 (stereo not drawn),-37%[86.2 µM]
CCN(CC)C(=O)c1ccc(-c2nnc(OC)c3ccccc23)cc1,-1%
CCCCOC(=O)c1ccc(Nc2nc3ccc(C(=O)c4ccccc4)cc3n3cnnc23)cc1,-13%
CCN(CC)S(=O)(=O)c1ccc(NS(=O)(=O)c2cccc(C(=O)O)c2)cc1,-7%

(listing goes on)
SMILES	KDM5B inhibitor
CN(C(=O)COC(=O)c1ccc(Cl)nc1)c1c(N)n(Cc2ccccc2)c(=O)[nH]c1=O	-2%
CCCN1C(=O)c2[nH]nc(-c3ccc(F)cc3)c2C1c1ccccn1 (stereo not drawn)	2%
Cc1cc2c(cc1S(=O)(=O)Nc1cc(C(F)(F)F)cc(C(F)(F)F)c1)OCC(=O)N2	-21%
COc1ccccc1N1CCN(C(=O)Cn2c(N3CCc4ccccc4C3)nc(C)cc2=O)CC1	?
CN1C[C@@H](NC(=O)CC(C)(C)CC(=O)O)C[C@H]1c1nc(-c2ccccc2)no1	-1%[86.2 µM]
CC(=O)N1CCC(N2CC[C@H](c3nc4ccc(C#N)cc4[nH]3)C2)CC1	?
CCCCN1CCc2c(c3ccccc3n2Cc2ccccc2)C1	-13%
COc1ccccc1-c1nc(-c2cc3ccccc3nc2OC)no1	-18%
Cc1cccc(C)c1NC(=O)CN(CC(=O)Nc1c(C)cccc1C)Cc1nc2ccccc2o1	0%
CC(C)c1ccc(NC(=O)c2cc(S(=O)(=O)NC3CCCCC3)ccc2F)cc1	-18%
CCCCCCn1nc(C(=O)OCC(=O)c2cc(C)n(C)c2C)c2ccccc2c1=O	-19%
COC(=O)c1ccc(NC(=O)c2nc3ccccc3nc2N2CCCCC2)cc1	0%
O=C(NC1CC1)c1ccccc1OC1CN(C2CCC2)C1	-11%
O=C(CC1=C2CCCCC2N(Cc2ccccc2)C1=O)NCCc1c[nH]c2ccccc12 (stereo not drawn)	14%
COCCN(CC1CCCO1)CC1CCCO1 (stereo not drawn)	21%
COCCc1noc(-c2nc(-c3ccccc3)no2)n1	6%
Cc1cc(CSc2nnc(-c3cccnc3)n2Cc2ccccc2)no1	-17%
COc1ccc(-c2noc(CSc3nnc(-c4ccncc4)n3-c3ccc(C)cc3)n2)cc1	-16%
O=C(O)c1ccc(N/N=C/c2cccc3cccnc23)cc1	-14%
CCOc1ccc(CN(C)C(=O)C2CCN(c3nc4ccccc4o3)CC2)cc1OC	11%
CC(=O)Nc1ccc(NC(=O)C(C)OC(=O)/C=C/c2cnc3ccccc3n2)cc1 (stereo not drawn)	-13%
O=C1c2ccccc2NC(c2cnn(-c3ccccc3)n2)N1c1ccc2c(c1)OCO2 (stereo not drawn)	?
CCOC(=O)C1CCC(CN(Cc2ccc(Cl)cc2)S(=O)(=O)c2cccc(Cl)c2C)CC1 (stereo not drawn)	-5%
COCCNC(=O)C1COC2(CCN(C(=O)c3ccccc3F)CC2)N1C(=O)c1ccco1 (stereo not drawn)	-14%
CN(C)C(=O)c1ccc2cncn2c1	32µM*
COc1ccc(C)cc1-n1nnnc1SCC(=O)Nc1ccc(N2CCCC2=O)cc1	1%
CCCCCCc1ccc(-c2ccc(/C=C/C(=O)O)cc2)nc1	25%
COc1ccc2nc(SC3CC(=O)N(c4cccc5ccccc45)C3=O)nc(C)c2c1 (stereo not drawn)	?
CC(C)n1cncc1CN1CCC2(CCCO2)CCC1=O (stereo not drawn)	13%
COc1ccc(C(=O)N2CCC3(CC2)CC(OC)CCO3)cc1OC (stereo not drawn)	2%
COc1cc2nc(Nc3cccc(C)c3)nc(N)c2cc1OC	?
O=C(CCC1CCCO1)NC1CCCCNC1=O (stereo not drawn)	22%
Cc1cc(C)cc(NC(=O)CCc2nnc3n(CC(C)C)c(=O)c4ccccc4n23)c1	0%
O=C(COc1cc(Cl)ccc1Cl)Nc1ccc(-n2cnnn2)cc1	12%
CCc1nnsc1C(=O)N1CCc2nc(NC)nc(C(=O)N3CCCC3)c2C1	?
Cc1ccc(C2(O)CCN(C(=O)c3cc4c(s3)CCCC4)CC2)nc1	-15%
CCN(C(=O)c1ccc(F)cc1I)C1CC1	-1%
O=C1NC2CCCCC2=C1CC(=O)N1CCc2ccccc21 (stereo not drawn)	-28%
CC(CN1C(C)CCCC1C)OC(=O)c1ccc(F)cc1 (stereo not drawn)	12%
Cc1nn(-c2ccccc2)c(C)c1CN(C)C(=O)CNC(=O)c1ccc(Oc2ccccc2)cc1	-4%
O=C(NCCc1ccccn1)c1ccnc(-c2nnc3ccc(N4CCOCC4)nn23)c1	-16%[86.2 µM]
Cc1ccc(C(=O)N2CCC3(CC2)OCC(C(=O)N2CCOCC2)N3C(=O)c2ccc(F)cc2)cc1 (stereo not drawn)	-13%
c1ccc(-c2noc(-c3ccn4c(CN5CCOCC5)nnc4c3)n2)cc1	?
CCOC(=O)c1c(S(=O)(=O)Nc2cc(Cl)c(OC)cc2OC)c(C)n(C)c1C	11%
COc1ccc(OC(C)C(=O)N(C)Cc2nc(-c3cccc(C)c3)no2)cc1 (stereo not drawn)	16%
Cc1ccc(C(=O)N2CCCC(n3cc(-c4nc(C(C)C)no4)nn3)C2)cc1 (stereo not drawn)	1%
CC(=O)N1CCC(c2nnc3n2CCNC3)CC1	112µM*
COc1ccc(CCC(=O)N2C[C@@H](C(N)=O)[C@H](c3nc(C)no3)C2)cc1OC	5%
O=C(Cn1cccn1)N1CC(F)(F)C[C@H]1c1nc(C2CC2)no1	9%
CC1C(=O)Nc2ccccc2N1C(=O)c1ccc(Cl)cc1 (stereo not drawn)	22%
CC(C)(C)c1ccc(CCC2OCC(CN3CCCC3)O2)cc1 (stereo not drawn)	3%
CCCN(CC(=O)Nc1ccccc1C)C(=O)c1ccc(N2CCCCCC2)c([N+](=O)[O-])c1	-2%
O=C(N[C@H]1CCN2C(=O)N(c3cccc(C(F)(F)F)c3)C(=O)[C@@H]2C1)c1cnccn1	-2%[86.2 µM]
COCCNc1ccc(-c2nc(-c3cccc(C)c3)no2)cc1[N+](=O)[O-]	-14%

Some of the compounds tested (hit frequency here may not be typical).
